Bioassay records as filed in PubChem BioAssay.
HEK293 tox: cytotoxicity in counter-screen for GLP-1R inverse agonists; HEK293 cAMP-luciferase reporter cells, luminescence, 24 h; Potency, µM (highest dose often 38.3 µM), inactives show at the highest dose activity change, negative = inhibition, most hits filed as inhibitors; 0.13% of 410,000 active; AID 624418;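 further: loss of luciferase light is scored as toxicity; potency means the concentration at half of the fitted maximal effect; on the % scale 0 is the no-effect control and ±100 the full control effect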
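Quantitative HTS format, 1536 wells, 200 cells/uL seeded. Compounds: 23 nL, 24 h, 37 °C. Detection: luciferase reagent, luminescence at 12 min RT; decreased signal taken as cytotoxic.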
Akt phos inh: Akt phosphorylation inhibition. Neuro2A IGF-stimulated pAkt S473 HTRF, 20 min; stronger effect = lower value. activity change, % for hits at 50 µM. 0.32% of 360,000 active; in the data active means activity change below about -80%; inconclusive means mostly about -51% to -80%; further: on the % scale 0 is the no-effect control and ±100 the full control effect
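Neuro2A cells in DMEM with 0.5% FBS, overnight at 37 deg C, given compound at single 50 µM final, then IGF (6 nM final) for 20 min at 37 deg C. Lysed; phospho-Akt Ser473 by HTRF after 24 h, 665/615 ratio.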
FUS suppressor: rescues growth of FUS-expressing yeast; S. cerevisiae FUS-expressing, growth rescue, OD600, 24 h; Potency, µM (titrated, usually from 76.6 µM), for the others: at the top dose growth rescue (activation), most hits filed as activators; 0.24% of 390,000 active;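 further: potency means the concentration at half of the fitted maximal effect; plate controls were DMSO vehicle for no effect and reference control for full effect; nearly all actives have a fitted effect of over 55% in size; some results filed as inactive show a strong effect at the top dose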
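Steps: raffinose overnight preculture; dilution to OD 0.005 in 2% galactose minimal medium; compound addition (concentration series); 24hr at 30C, 99% humidity; absorbance read at 600 nm.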
GLP1R inv ag: inverse agonists of human GLP-1 receptor; P43220; HEK293 GLP-1R CRE-luciferase, luminescence, 24 h; GLP-1R form is constitutively active; Potency, µM (highest dose often 38.3 µM), without a hit: at the top dose activity change, negative = inhibition, most hits filed as inhibitors; 1.6% of 410,000 active; AID 624417; further: potency means the concentration at half of the fitted maximal effect; on the % scale 0 is the no-effect control and ±100 the full control effect; nearly all actives have a fitted effect of over 55% in size
Target sequence (P43220 whole entry, looked up): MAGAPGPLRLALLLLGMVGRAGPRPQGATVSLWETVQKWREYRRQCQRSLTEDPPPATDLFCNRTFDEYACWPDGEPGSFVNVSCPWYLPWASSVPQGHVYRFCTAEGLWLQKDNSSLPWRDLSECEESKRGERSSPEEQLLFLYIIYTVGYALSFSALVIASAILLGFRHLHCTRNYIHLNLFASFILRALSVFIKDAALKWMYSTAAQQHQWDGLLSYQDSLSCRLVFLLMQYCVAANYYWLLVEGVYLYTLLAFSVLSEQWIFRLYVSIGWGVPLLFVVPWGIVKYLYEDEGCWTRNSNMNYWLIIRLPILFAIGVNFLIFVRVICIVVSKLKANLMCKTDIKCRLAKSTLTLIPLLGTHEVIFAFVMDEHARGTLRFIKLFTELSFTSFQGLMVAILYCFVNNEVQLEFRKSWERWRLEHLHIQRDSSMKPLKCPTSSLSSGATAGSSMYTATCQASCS
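Using stably transfected HEK293 (constitutively active GLP-1R, cAMP-luciferase reporter), compounds were incubated 24 hr and luciferase measured by luminescence.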
PTHR1 agonist: agonists of human PTHR1 parathyroid hormone receptor | 0.075% of 410,000 active | Q03431 | HEK293 GP2 PTHR1 cells, GloSensor cAMP luminescence, 1 h | AID 743266 | Potency, µM (highest dose often 115 µM), without a hit: at the highest dose activation, most hits filed as activators; further: potency means the concentration at half of the fitted maximal effect; nearly all actives have a fitted effect of over 55% in size; some results filed as inactive show a strong effect at the top dose; inactives centre near -15; many of its hits are not listed in these tables
Target sequence (Q03431 whole entry, looked up): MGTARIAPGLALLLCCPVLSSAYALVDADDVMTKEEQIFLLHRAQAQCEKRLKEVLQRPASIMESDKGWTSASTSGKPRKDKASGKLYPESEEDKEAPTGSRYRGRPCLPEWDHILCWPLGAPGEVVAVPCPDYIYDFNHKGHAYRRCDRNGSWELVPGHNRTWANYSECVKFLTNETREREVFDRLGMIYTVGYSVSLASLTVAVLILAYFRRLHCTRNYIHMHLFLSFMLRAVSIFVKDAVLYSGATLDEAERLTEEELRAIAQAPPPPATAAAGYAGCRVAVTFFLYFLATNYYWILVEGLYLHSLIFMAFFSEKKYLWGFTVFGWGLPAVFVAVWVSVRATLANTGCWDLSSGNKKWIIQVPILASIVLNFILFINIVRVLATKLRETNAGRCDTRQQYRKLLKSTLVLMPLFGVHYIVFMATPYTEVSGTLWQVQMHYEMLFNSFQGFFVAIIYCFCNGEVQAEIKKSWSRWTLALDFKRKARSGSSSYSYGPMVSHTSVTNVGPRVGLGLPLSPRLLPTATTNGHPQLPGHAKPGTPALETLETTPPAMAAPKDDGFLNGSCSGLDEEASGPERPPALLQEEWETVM
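HEK-293-derived GP2 cells expressing PTHR1 and a GloSensor cAMP reporter, 3,000/well, plated overnight, given luciferin plus IBMX (each 0.5 mM as added) for 1 h at 37 °C, then compound for 1 h at 37 °C. Luminescence was read after 15 min at room temperature.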
aSyn yeast inh: rescues yeast growth from alpha-synuclein toxicity | Yeast expressing alpha-synuclein, growth rescue, BacTiter-Glo, 24 h | 0.14% of 370,000 active | Potency, µM (top dose mostly 46.1 µM), for the others: at the highest dose growth rescue (activation), usual class: activators; further: potency means the concentration at half of the fitted maximal effect; % of control where 0% means no effect; nearly all actives have a fitted effect of over 65% in size
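Rescue of yeast growth: cells expressing toxic alpha-synuclein, induced in galactose at OD600 0.02, incubated with compound 24 h at 30 C. ATP luminescence quantified growth; inhibitors of toxicity appear as activators.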
Abeta rescue: A-beta toxicity reversal in yeast. yeast expressing A-beta42, growth rescue, OD600, 48 h; response scale: 0% DMSO, 100% iron-clioquinol control. Potency, µM (highest dose often 46.1 µM), without a hit: at the top dose growth rescue, most hits filed as activators. 0.063% of 410,000 active. AID 1347071; further: potency means the concentration at half of the fitted maximal effect; nearly all actives have a fitted effect of over 55% in size
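Yeast growth medium received pinned compounds, then yeast cells expressing toxic A-beta were added; plates incubated at 30 C for 48 hr. Growth read as absorbance at 600 nm, normalized to DMSO and equimolar FeCl3 plus clioquinol controls.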
MmCpn inh: M. maripaludis TRiC chaperonin inhibition; purified Mm-Cpn ATPase, ADP Transcreener TR-FRET; Potency, µM (titrated, usually from 76.9 µM), without a hit: at the top dose activity, negative = inhibition, hits mostly inhibitors; 0.031% of 330,000 active; further: potency means the concentration at half of the fitted maximal effect; on the % scale 0 is the no-effect control and ±100 the full control effect; nearly all actives have a fitted effect of over 80% in size
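Eu-cryptate anti-ADP/ADP-d2 competition gives a ratio inversely related to ADP. Enzyme at 25 nM was pre-exposed to compound for 10 min, then given 10 uM ATP for 30 min, 37°C throughout.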
TDP-43 yeast inh: TDP-43 toxicity inhibition in yeast | TDP-43 expressing yeast growth rescue, BacTiter-Glo, 24 h | Potency, µM (titrated, usually from 46.1 µM), without a hit: at the top dose growth rescue (activation), most hits filed as activators | AID 652104 | 1.8% of 410,000 active; further: potency means the concentration at half of the fitted maximal effect; % of control where 0% means no effect; nearly all actives have a fitted effect of over 50% in size
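Galactose-induced TDP-43 yeast, OD600=0.02, compound pinned; 24 hr, 30 deg C; BacTiter-Glo luminescence for growth. Inhibitors of TDP-43 toxicity read as activators.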
Active calls of the source: *; i = inactive; ? = inconclusive; · = no result given; [ ] = dose if it differs, or a comment. Unless noted, the call rests on the fitted dose curve; in most records, active means well fitted curve in the direction sought with a large enough effect; inconclusive means small, poorly fitted or top-dose-only effect, or another doubt; inactive means no such curve, though single readings can be large; an effect the other way counts as inactive or inconclusive. Not all compounds are listed. The share of hits here may be higher or lower than overall.

SMILES	HEK293 tox	Akt phos inh	FUS suppressor	GLP1R inv ag	PTHR1 agonist	aSyn yeast inh	Abeta rescue	MmCpn inh	TDP-43 yeast inh
CCOC(=O)C(Cc1ccc(O)cc1)NC(=O)c1cc2c(cn1)[nH]c1ccccc12 (stereo not drawn)	-4%	i	33%	?	-24%	-4%	-2%	·	4%
O=C(NCCCN=C1NS(=O)(=O)c2ccccc21)c1ccc(S(=O)(=O)N2CCCCC2)cc1	-3%	i	21%	0%	i	3%	3%	-1%	-17%
COc1ccc(CCNC(=O)c2ccc(Cn3c(=O)c4ccccc4n(Cc4cccc(Cl)c4)c3=O)cc2)cc1OC	-6%	·	?	-14%	i	·	3%	·	0%
Cc1nc(NC(=O)CSc2nnc(-c3ccncc3)n2C)sc1C	14%	i	25%	18%	-6%	-2%	14%	0%	-27%
CCN(CC)C(=O)C1CCCN(c2ccc([N+](=O)[O-])cc2)C1 (stereo not drawn)	0%[0.307 µM]	i	9%	-6%[0.307 µM]	i	9%	39%	3%	?
S=c1[nH]nc(COc2ccccc2)n1/N=C/c1ccccn1	5%	i	·	0%	-20%	2%	3%	3%	30%
Cc1nc2nc(NC(=O)c3ccc(C(C)(C)C)cc3)[nH]n2c(=O)c1Cl	-2%	·	12%	5%	22%	·	-16%	·	-8%
CC(C)c1cc(CN2CCN(C3CCCC3)C(CCO)C2)[nH]n1 (stereo not drawn)	-7%	i	2%	1%	i	7%	-7%	4%	6%
C=CCN1CCc2c(cc(O)c(O)c2Br)[C@@H](c2ccccc2)C1	-3%	i	-26%	-12%	-27%	?	-15%	·	12%
O=C(Cn1nc(Br)nc1Br)c1ccccc1	8%	i	44%	14%	-6%	7%	4%	-1%	16%
O=C(CS(=O)(=O)Cc1ccccc1)NCC1CCCO1 (stereo not drawn)	-8%	i	-32%	1%	0%	-7%	-7%	0%	-2%
O=C(CN1CCCCC1)Nc1cccc(Br)c1	-14%	i	6%	?	i	4%	-6%	1%	-10%
COc1cccc(CNC(=O)c2ccc3c(c2)S(=O)(=O)N=C2CCCCCN23)c1	18%	i	14%	8%	-14%	-2%	-1%	-2%	-20%
COc1ccc(C(=O)Nc2ccccc2C(=O)O)cc1Cl	9%	i	·	59%[activator]	-14%	-12%	-10%	0%	-11%
Cc1ccc(C)c(NC(=O)Cn2c(=O)n(Cc3nc(C)no3)c(=O)c3cc4c(cc32)OCO4)c1	2%	·	5%	5%	-32%[inhibitor]	·	3%	·	9%
O=C(c1ccc([N+](=O)[O-])cc1)N1CCN=C1SCc1ccccc1	-1%	i	6%	?	-29%	2%	22%	-2%	24%
Cc1ccc2nc(/C(C#N)=C/c3ccc(-c4ccc(C(=O)OC(C)C)cc4)o3)[nH]c2c1	67%[activator]	·	8%	37%[activator]	i	·	-4%	·	30%
O=C(CCCn1c(SCc2cccc(F)c2)nc2ccccc2c1=O)NCC1CCCO1 (stereo not drawn)	-10%	i	-2%	-37%	-9%	0%	6%	0%	-4%
C=CCn1c(C)cc(C(=O)COC(=O)/C=C/c2ccc(OC)cc2)c1C	17%	i	-3%	?	-49%[inhibitor]	7%	2%	0%	9%
COc1ccc(N2C(=O)/C(=C\c3ccco3)N=C2SCC(=O)NC(C)(C)C)cc1Cl	?	i	·	-35%	-15%	0%	9%	2%	1%
COc1ccc(OCc2nnc(SCC(=O)NC3CC3)n2C)cc1	3%	i	13%	22%	-9%	-11%	15%	1%	-4%
O=C(Cc1c(O)c2ccccc2[nH]c1=O)NC1CCCCCC1	13%	·	26%	0%	-5%[57.5 µM]	9%	-2%	0%	-11%
CN1OC(COC(=O)c2ccc(Cl)cc2)CC1c1ccccc1 (stereo not drawn)	6%	i	27%	-4%	-39%[inhibitor]	-2%	-22%	2%	?
CCc1ccc(NC(=O)C(C)OC(=O)CCN2C(=O)C3CC=CCC3C2=O)cc1 (stereo not drawn)	-10%	i	24%	?	i	2%	?	·	-11%
Cc1onc(-c2ccccc2)c1C(=O)Nc1ccc2c(c1)OCCO2	-22%	i	-6%	-3%	-12%[57.5 µM]	2%	11%	0%	2%

Among those listed so far, these contain bromine.
SMILES	HEK293 tox	Akt phos inh	FUS suppressor	GLP1R inv ag	PTHR1 agonist	aSyn yeast inh	Abeta rescue	MmCpn inh	TDP-43 yeast inh
C=CCN1CCc2c(cc(O)c(O)c2Br)[C@@H](c2ccccc2)C1	-3%	i	-26%	-12%	-27%	?	-15%	·	12%
O=C(Cn1nc(Br)nc1Br)c1ccccc1	8%	i	44%	14%	-6%	7%	4%	-1%	16%
O=C(CN1CCCCC1)Nc1cccc(Br)c1	-14%	i	6%	?	i	4%	-6%	1%	-10%

Carrying on.
SMILES	HEK293 tox	Akt phos inh	FUS suppressor	GLP1R inv ag	PTHR1 agonist	aSyn yeast inh	Abeta rescue	MmCpn inh	TDP-43 yeast inh
CCSc1nnc(NC(=O)C2CC(=O)N(Cc3ccccc3)C2)s1 (stereo not drawn)	-3%	i	0%	?	i	2%	-14%	2%	-2%
Cc1ccc(C(=O)Nc2cccc(C(=O)NCc3ccccc3)c2)o1	1%	i	10%	?	i	-20%	7%	2%	-10%
O=C(CC(c1ccccc1)c1ccccc1)Nc1ccc(Cl)cn1	?	·	-15%	5µM*	-7%[57.5 µM]	-11%	-4%	1%	-12%
Cn1c(=O)c2c(ncn2CCc2ccccc2)n(C)c1=O	3%	i	-5%	25%	i	2%	3%	-1%	2%
CC1CCc2c(C(=O)Nc3cccc(-c4nn[nH]n4)c3)csc2C1 (stereo not drawn)	-3%	i	28%	17%	-7%	-2%	2%	0%	-7%
Cc1ccc(COCCN2CCN(S(=O)(=O)c3ccc(C)cc3)CCC2=O)cc1	?	i	20%	-12%	-72%[inhibitor]	3%	1%	-2%	23%
O=C(O)C1CCN(S(=O)(=O)Cc2ccccc2)CC1	22%	i	22%	15%	i	-3%	4%	-3%	-1%
CCN(C[C@H]1N[C@@](Cc2ccccc2)(C(=O)OC)[C@H]2C(=O)N(Cc3ccccc3)C(=O)[C@@H]12)C(=O)COc1ccccc1	0%	i	0%	-5%	i	-2%	-4%	-1%	2%
O=C(NCC1OCCc2ccccc21)c1ccc(NC(=O)c2ccc(Cl)cc2Cl)cc1 (stereo not drawn)	4%	i	·	-3%	-26%	5%	4%	-1%	-6%
CC(C)NC(=O)CSc1cn(CC(=O)N2CCCCCC2)c2ccccc12	-6%	·	7%	-6%	21%	·	-20%	·	-10%
O=C(Nc1cccnc1)c1cccc(S(=O)(=O)N2CCc3ccccc32)c1	-2%	i	9%	?	-40%[inhibitor]	-2%	-3%	0%	15%
COC(=O)C1CN(C(=O)COc2ccccc2)c2ccccc2O1 (stereo not drawn)	-33%	i	3%	11%	-21%	9%	9%	-2%	24%
O=C(c1ccco1)N1CCN=C1SCc1ccc(F)cc1	?	i	-26%	8%	-3%	-1%	13%	-2%	23%
Cn1cccc1/C=C1\SC(=S)N(NC(=O)c2ccccc2O)C1=O	?	i	10%	-22%	-5%	-3%	-10%	-4%	-12%
CCN(CC)C(=O)c1cccc(-c2csc(C(O)c3ccc(OC)cc3)n2)c1 (stereo not drawn)	-3%	i	25%	5%	-7%	2%	4%	·	?
Cc1ccc(C)c(NC(=O)CSc2nnc(-c3ccncc3)n2N)c1	8%	i	17%	3%	-20%	0%	-6%	0%	5%
COc1ccc(CNc2nc(-c3ccc(Cl)cc3)nn2S(=O)(=O)c2ccc(C)cc2)cc1	6%	·	-22%	-2%	i	5%	-8%	·	21%
O=C(Nc1ccccc1)c1cc(S(=O)(=O)N2CCOCC2)cs1	4%	i	-8%	3%	-19%	-1%	10%	0%	-12%
Cc1ccccc1NS(=O)(=O)c1ccc(S(=O)(=O)N2CCCC2)cc1	7%	i	?	?	i	2%	6%	·	3%
Cc1ccc(Cl)cc1N1CCN(C(=O)c2c(C)oc3ncnc(N4CCOCC4)c23)CC1	-3%	·	27%	-7%	i	·	15%	·	21%
Cc1ccc(SCc2noc(-c3c(C)noc3C)n2)cc1	13%	i	13%	10%	-3%	11%	-6%	-1%	9%
Cc1cccc(NC(=O)COC(=O)Cc2cccs2)c1C	2%	i	12%	11%	i	1%	4%	-3%	0%
CN(/N=C/c1ccc(Cl)cc1)c1ncc(Cl)cc1C(F)(F)F	-14%	i	-8%	-3%	i	-1%	-12%	0%	18%
COc1ccc(OCCSc2ncn[nH]2)cc1	-5%	i	3%	6%	-1%	4%	23%	0%	-9%
CC(C(=O)Nc1ccc2c(c1)OCCO2)n1nnc(-c2ccccc2)n1 (stereo not drawn)	-27%	i	-7%	?	i	-2%	3%	0%	9%
CCn1c(SCC(=O)N2CCN(c3ccccc3)CC2)nnc1-c1cc2cc(Cl)ccc2o1	-26%	i	-15%	-4%	-22%[57.5 µM]	9%	1%	1%	-24%
CN(C)C1CN(Cc2cn(Cc3cccc(C(F)(F)F)c3)nn2)S(=O)(=O)C1 (stereo not drawn)	5%	i	-4%	19%	-16%	0%	-10%	·	13%
Cc1cc2oc(=O)c(CC(=O)O)c(C)c2c2occ(-c3ccc(F)cc3)c12	2%	·	19%	?	-12%	·	-5%	·	?
O=C(Nc1ccc(NC(=O)c2cccs2)cc1)c1ccc(Br)o1	9%	i	-20%	-2%	i	2%	14%	0%	6%
COc1ccc(NC(=O)C2(C)CCN2CCc2ccccc2)cc1OC (stereo not drawn)	-3%	i	-10%	-3%	0%	-9%	-13%	·	11%
